From PubChem
HKDC1 inh – inhibitors of human hexokinase HKDC1. AID 493160. recombinant HKDC1, G6PDH/diaphorase resazurin coupled fluorescence. inhibition, % at 20 µM. 340,000 compounds, 0.16% hits;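 active means inhibition above about 35% when tested at 20 µM, limit read from the data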;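 further: plate controls were DMSO wells with enzyme for no effect and DMSO wells lacking enzyme for full effect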
Target sequence (Q2TB90 whole entry, looked up): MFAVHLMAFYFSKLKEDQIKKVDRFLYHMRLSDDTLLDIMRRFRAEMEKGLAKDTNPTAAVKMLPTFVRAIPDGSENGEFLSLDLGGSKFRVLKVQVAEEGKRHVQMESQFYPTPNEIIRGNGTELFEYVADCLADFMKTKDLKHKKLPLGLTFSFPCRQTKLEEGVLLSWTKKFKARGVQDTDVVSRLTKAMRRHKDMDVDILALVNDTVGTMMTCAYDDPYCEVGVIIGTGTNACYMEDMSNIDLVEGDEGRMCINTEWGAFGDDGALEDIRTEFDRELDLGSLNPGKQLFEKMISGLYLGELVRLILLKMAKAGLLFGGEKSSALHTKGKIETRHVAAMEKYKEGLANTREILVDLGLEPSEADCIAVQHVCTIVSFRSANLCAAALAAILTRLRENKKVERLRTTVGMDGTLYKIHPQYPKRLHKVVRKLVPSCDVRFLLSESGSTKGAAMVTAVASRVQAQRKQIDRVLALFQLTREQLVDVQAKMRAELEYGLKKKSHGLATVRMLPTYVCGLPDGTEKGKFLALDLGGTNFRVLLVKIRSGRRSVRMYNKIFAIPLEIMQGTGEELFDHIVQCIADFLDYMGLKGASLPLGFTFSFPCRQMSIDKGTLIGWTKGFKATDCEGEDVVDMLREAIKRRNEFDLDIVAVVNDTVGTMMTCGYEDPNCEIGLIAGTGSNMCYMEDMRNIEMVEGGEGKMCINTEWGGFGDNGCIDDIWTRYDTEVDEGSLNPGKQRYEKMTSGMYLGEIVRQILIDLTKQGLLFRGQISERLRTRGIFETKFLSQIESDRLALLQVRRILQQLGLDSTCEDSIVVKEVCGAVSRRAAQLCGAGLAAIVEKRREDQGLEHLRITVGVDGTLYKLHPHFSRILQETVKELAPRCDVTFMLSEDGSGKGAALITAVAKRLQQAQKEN
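Material: recombinant HKDC1 hexokinase; Amount: HKDC1 at 5 µg/mL; Medium: Tris pH 8.0 buffer with MgCl2, Tween-20, BSA, BME; Schedule: 90 min reaction incubation at room temperature, dark; Technique: coupled resazurin fluorescence, excitation 525 nm, emission 613 nm.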
mIAP activ – increases mouse intestinal alkaline phosphatase activity. muIAP, CDP-Star luminescence, 30 min; hits give high values; 1 = vehicle-only enzyme signal, 0 = enzyme-free wells. activation factor at 10 µM. 330,000 compounds, 0.24% hits. AID 2805;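 active means activation factor of at least 2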; further: the source names both 10 and 20 µM as test concentration; values of inactives mirror those of a sister screen read the other way
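System: mouse IAP enzyme. Reagent: CDP-Star chemiluminescent phosphatase substrate. Benchmarks: DMSO wells, no-enzyme wells. Times: 30 min enzyme-substrate-compound incubation at room temperature. Detection: luminescence from enzymatic CDP-Star hydrolysis. Doses: test compounds delivered from DMSO solution.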
mIAP block – mouse IAP inhibition; purified mouse IAP, CDP-Star luminescence, 30 min; inhibition, % at 10 µM; 330,000 compounds, 0.2% hits;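 active means inhibition of at least 40% at 10 µM in the primary screen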;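 further: plate controls were DMSO with enzyme for no effect and no enzyme wells for full effect; values of inactives mirror those of a sister screen read the other way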
hIAP block – human IAP inhibition | P09923 | purified IAP, CDP-Star luminescence, 30 min | inhibition, % at 10 µM | 330,000 compounds, 0.12% hits | AID 2544;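 active means inhibition reaching a set limit with compound at 10 µM in the primary screen, cut at about 35% in these data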;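 further: plate controls were DMSO wells with enzyme for no effect and no-enzyme buffer wells for full effect; values of inactives mirror those of a sister screen read the other way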
ATG4B inh – ATG4B (human) cysteine protease inhibition; Q9Y4P1; ATG4B cleavage of LC3-PLA2, NBD-HPC fluorescence, 1 h; inhibition, % at 8.33 µM; 340,000 compounds, 0.51% hits; in the data active means inhibition above about 40%
PfG6PD inh – PfG6PD (Plasmodium falciparum) enzyme inhibition; PfGluPho enzyme, NADPH resazurin-diaphorase fluorescence; inhibition, % at 20 µM; 350,000 compounds, 0.78% hits;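 active means inhibition reaching at least a set limit at 20 µM in the primary screen, cut at about 59% in these data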;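 further: 0% = DMSO wells with substrate and 100% = DMSO wells lacking glucose-6-phosphate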
A3A deaminase – blocks human APOBEC3A ssDNA deamination; P31941; 330,000 compounds, 0.41% hits; AID 493011; inhibition, % at 20 µM; recombinant A3A, FAM/TAMRA ssDNA deamination fluorescence;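 active means at least 40% inhibition at 20 µM here, with at most 30% in a related deaminase screen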;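 further: plate controls were A3A with DMSO for no effect and wells lacking A3A enzyme for full effect; some results filed as inactive read as strong as hits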
Target sequence (P31941 whole entry, looked up): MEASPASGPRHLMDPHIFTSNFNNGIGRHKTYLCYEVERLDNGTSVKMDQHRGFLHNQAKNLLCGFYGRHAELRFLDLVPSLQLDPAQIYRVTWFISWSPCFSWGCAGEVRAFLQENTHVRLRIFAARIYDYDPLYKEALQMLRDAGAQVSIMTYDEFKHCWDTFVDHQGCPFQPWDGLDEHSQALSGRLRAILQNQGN
hIAP activ – increases human intestinal alkaline phosphatase activity | purified human IAP, CDP-Star luminescence, 30 min; hits give high values; 1 = vehicle-only enzyme, 0 = enzyme-free background | activation factor at 10 µM | 330,000 compounds, 0.16% hits | AID 2524;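 active means activation factor of the enzyme at least 2-fold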; further: the source names both 10 and 20 µM as test concentration; values of inactives mirror those of a sister screen read the other way
Numbers without * were called inactive; . = not tested or not shown.

#	mIAP activ	hIAP block	ATG4B inh	PfG6PD inh	compound	A3A deaminase	mIAP block	HKDC1 inh	hIAP activ
1	1.1	8	9	12	O=C(C[n+]1cccc(O)c1)Nc1ccc(Br)cc1	-5	-11	-11	0.92
2	1.3	2	-6	19	Cn1cc(CN2CCC(n3nccc3NC(=O)CCCc3ccccc3)CC2)cn1	-5	-25	-3	0.98
3	1	-11	-10	-10	N#CCc1nn(-c2ccccc2)c(N)c1C#N	-2	0	-9	1.1
4	1.1	0	9	-6	COc1ccc(C2CN=NC23CCc2ccccc2C3=O)cc1 (stereo not given)	-3	-8	11	0.99
5	1.1	-6	6	0	Clc1cccc(Cl)c1CNC1CCCC1	-1	-8	6	1.1
6	1.1	21	-5	-8	CC(=O)N1c2ccc(S(=O)(=O)N3c4ccccc4CC3C)cc2CC1C (stereo not given)	-2	-6	-2	0.79
7	1	1	-3	0	CCN(CC(=O)NCc1ccc(F)cc1)C(=O)CCNS(=O)(=O)c1cccc(C)c1	-5	-2	-1	0.99
8	0.96	0	.	.	O=C(CCCCCNc1nc(=S)[nH]c2ccccc12)N1CCN(c2ccccn2)CC1	-5	4	.	1
9	0.88	9	-13	25	O=C(N/N=C/c1ccc(Br)s1)c1ccccc1[N+](=O)[O-]	-2	12	2	0.91
10	1	-24	-9	-20	C=CCn1c(=O)c2ccccc2n2c(SCC(=O)Nc3cc(C)on3)nnc12	2	-1	1	1.2
11	1	12	19	-21	O=C(NCC1CCCO1)c1ccc(NC(=O)C2C3C=CC(C3)C2C(=O)O)cc1 (stereo not given)	2	-4	-4	0.88
12	0.92	23	4	-38	CCCCC(CC)CNS(=O)(=O)c1ccc2c(c1)CCN2C(=O)CCC(=O)O (stereo not given)	0	8	7	0.77
13	1	4	-10	-6	Cc1cccc(NC(=O)CSc2nc3c(oc4ccccc43)c(=O)n2-c2ccccc2)c1	-1	0	-1	0.96
14	1	-22	-2	3	Cc1ccc2[nH]cc(CCNC(=O)C3CCCO3)c2c1 (stereo not given)	-7	-3	-8	1.2
15	0.99	-8	-15	9	CCOc1cc(N2CCOCC2)c(OCC)cc1NC(=O)CN1C(=O)NC2(CCc3ccccc32)C1=O (stereo not given)	1	1	7	1.1
16	0.98	-19	-6	40	CC[C@@H](NS(=O)(=O)c1ccc(C)cc1)C(=O)Oc1ccc2c3c(c(=O)oc2c1)CCC3	1	2	34	1.2
17	0.94	9	-2	0	O=c1[nH]c(=O)n(-c2ccc(F)cc2)c2c1C(C(F)(F)F)(C(F)(F)F)N=C(c1ccc(F)cc1)N2	1	6	0	0.91
18	0.87	-29	-18	1	COc1ccc2nc(/C=N/NC(=O)[C@H](CCSC)NC(=O)OC(C)(C)C)ccc2c1	2	13	-5	1.3
19	1.2	-8	-4	-13	CCCCc1cc(=O)oc2cc(OCC(=O)N3CCc4ccccc43)ccc12	-6	-16	1	1.1
20	1.2	-3	1	3	COc1cc(NC(=O)Cc2ccc(Cl)cc2)ccc1NC(=O)c1ccco1	-3	-18	-2	1
21	0.99	-6	1	-4	Cc1ccc(S(=O)(=O)NCc2ccccn2)c(C)c1C	1	1	8	1.1
22	0.89	-44	0	1	CC(=O)c1sc(N/N=C\c2ccccc2O)nc1C	-4	11	-5	1.4
23	1.1	10	-8	8	CCCC1S/C(=N/N=C/c2cccs2)NC1=O (stereo not given)	-1	-7	1	0.9
24	0.97	-3	-14	10	CCCc1nnc(SCC(=O)NC2CCCC2)n1CCOC	-1	3	-6	1
25	0.95	-12	5	18	Cc1cc(-c2n[nH]c(=S)n2/N=C/c2ccc(Cl)c([N+](=O)[O-])c2)n[nH]1	34	5	2	1.1
26	1.2	-2	-15	3	Cc1ccc(NC(=O)CN(C)C(C)C(=O)Nc2ccc(S(=O)(=O)N3CCCC3)cc2)cc1 (stereo not given)	23	-18	-4	1
27	0.92	7	-1	2	CN(c1ccccc1C(=O)Nc1ccc2c(c1)n(C)c(=O)n2C)S(C)(=O)=O	-9	8	-5	0.93
28	0.86	29	3	0	Cc1cc(C)c2sc(N(CCCN(C)C)C(=O)c3ccc(S(=O)(=O)N(C)C4CCCCC4)cc3)nc2c1	-6	14	2	0.71
29	1	-32	-1	5	CCOc1ccc(NC(=O)CN2C(=O)CSc3ccc(S(=O)(=O)N4CCOCC4)cc32)cc1	-2	0	-5	1.3
30	0.97	9	-9	-5	COc1cc(OC)c(C2C(C#N)=C(N)Oc3cc(C)n(CCCN4CCOCC4)c(=O)c32)cc1OC (stereo not given)	-2	3	0	0.91
31	0.85	-1	4	17	O=C1N=c2ccccc2=C1c1sc(=S)n(-c2ccc(O)cc2)c1O	4	15	-4	1
32	1.1	5	-2	9	COc1ccc(S(=O)(=O)N2CCCCC2)cc1NC(=O)CN1CCN(C(C)=O)CC1	-1	-10	14	0.95
33	1	0	-1	-29	CCOC(=O)Cc1csc(NC(=O)c2cccnc2)n1	3	0	11	0.99
34	0.87	10	0	-9	C=CCSc1nc2ccccc2c2nc(-c3ccccc3)nn12	1	13	-6	0.9
35	1	-27	-16	6	CCOc1ccccc1NC(=O)c1ccccc1-c1nc(-c2ccccc2OC)no1	1	-3	-3	1.3
36	0.99	-14	4	18	O=C(Cn1c(-c2ccccc2)c[n+]2ccsc12)c1ccc(Br)cc1	-1	1	-12	1.1
37	0.92	-16	-4	-18	CCOc1ccc(OCc2ccc(C(=O)Nc3cccnc3)o2)cc1	5	8	3	1.2
38	0.93	-2	-11	-8	COc1ccc(CN2CCC(=O)N([C@H](CO)c3ccccc3)CC2)cc1OC	-1	7	-7	1
39	0.92	2	-13	20	COc1cc(/C=N/NC(=O)c2ccc(CSc3nc4ccccc4[nH]3)cc2)ccc1O	-4	8	-10	0.98
40	1.1	6	10	-20	O=C(NCc1cccc(Cl)c1)C1=CC=CN2CCS(=O)(=O)N=C12	-1	-14	0	0.94
41	0.94	-27	-3	2	Cc1cc(C)c2oc(-c3cccc(NC(=O)c4ccc(F)cc4)c3)nc2c1	-2	6	-3	1.3
42	0.97	-5	-10	17	CCCCN(Cc1nc2ccccc2c(=O)[nH]1)C(=O)CN1C(=O)NC2(CCCCC2)C1=O	0	2	1	1
43	1	11	-1	-1	N#C/C(=C/c1ccccc1)C(=O)NCc1ccccc1	-2	-1	18	0.89
44	0.99	14	.	.	Cc1ccnn2cc3c(=O)n(C)c(=O)n(C)c3c12	4	1	.	0.85
45	0.89	1	-2	10	CCOCCCN(C)C1CCN(C(=O)c2oc3ccccc3c2NC(=O)c2ccc([N+](=O)[O-])cc2)CC1	-6	11	-3	0.99
46	0.92	-7	2	-10	O=C(Nc1ccccc1C(=O)N1CCCC1)c1ccc(Cl)c([N+](=O)[O-])c1	-2	8	16	1.1
47	1.1	15	-11	8	Cc1c(-c2ccc(Cl)cc2)oc(=O)c2c(N)n(-c3ccccc3)nc12	0	-8	4	0.85
48	1.1	5	0	-18	C=C1C(C(=O)Nc2ccc(F)cc2)C1C(=O)Nc1ccc(F)cc1 (stereo not given)	3	-7	-4	0.95
49	0.96	-7	-3	-5	CSc1cc(-c2ccccc2)n(Cc2ccccc2Cl)c(=O)c1C#N	0	4	-5	1.1
50	0.97	-1	65*	30	O=Cc1ccccc1OCCCOc1cccc2cccnc12	-4	3	8	1
51	1	6	-2	-5	CCn1c(SCC(=O)N2CCN(C)CC2)nc2c1c(=O)n(C)c(=O)n2C	0	-2	2	0.94
52	1.1	-26	2	-14	CCNc1cc2n(c(=O)n1)CCc1cc(OC)c(OC)cc1-2	-2	-6	-1	1.3
53	1.1	-21	-8	9	CCC(=O)Nc1c2c(nn1-c1cccc(Cl)c1)CSC2	-1	-15	-7	1.2
54	0.88	15	-16	-12	O=C(Nc1nccs1)c1cc(-c2ccccc2)nn1-c1ccccc1	2	12	-13	0.85
55	1	1	-5	-2	COc1ccccc1C(=O)N1CCC(C(=O)c2ccc(F)cc2)CC1	0	0	-10	0.99
56	0.98	-5	3	13	COc1ccc(NS(=O)(=O)c2cc(C(=O)N3CCN(C(C)=O)CC3)ccc2Cl)cc1	-2	2	-16	1
57	0.97	-6	-13	6	CCOC(=O)Cn1c(=O)oc2cc(S(=O)(=O)N3CCC(N4CCCCC4)CC3)ccc21	2	3	-8	1.1
58	1.1	1	-8	-4	CCCCN(C)C(=O)c1nc2ccccn2c1CN1CCSCC1	-8	-12	0	0.99
59	0.99	7	-2	10	COc1ccc2cc(C(=O)NCc3ccccc3)c(=Nc3ccc(C(=O)O)cc3)oc2c1	-6	1	13	0.93
60	0.97	11	-17	15	Clc1cccc(N=C2NN=C(c3ccc4c(c3)OCCO4)CS2)c1	0	3	-169	0.89

Arranged by number of heavy atoms (low to high): part of the list above
#	mIAP activ	hIAP block	ATG4B inh	PfG6PD inh	compound	A3A deaminase	mIAP block	HKDC1 inh	hIAP activ
43	1	11	-1	-1	N#C/C(=C/c1ccccc1)C(=O)NCc1ccccc1	-2	-1	18	0.89
31	0.85	-1	4	17	O=C1N=c2ccccc2=C1c1sc(=S)n(-c2ccc(O)cc2)c1O	4	15	-4	1
54	0.88	15	-16	-12	O=C(Nc1nccs1)c1cc(-c2ccccc2)nn1-c1ccccc1	2	12	-13	0.85
46	0.92	-7	2	-10	O=C(Nc1ccccc1C(=O)N1CCCC1)c1ccc(Cl)c([N+](=O)[O-])c1	-2	8	16	1.1
56	0.98	-5	3	13	COc1ccc(NS(=O)(=O)c2cc(C(=O)N3CCN(C(C)=O)CC3)ccc2Cl)cc1	-2	2	-16	1
57	0.97	-6	-13	6	CCOC(=O)Cn1c(=O)oc2cc(S(=O)(=O)N3CCC(N4CCCCC4)CC3)ccc21	2	3	-8	1.1

(list continues)
#	mIAP activ	hIAP block	ATG4B inh	PfG6PD inh	compound	A3A deaminase	mIAP block	HKDC1 inh	hIAP activ
61	1	-9	-5	-20	COc1ccc(OC)c(/C=N/NC(=O)CSc2nnc(C)n2-c2ccccc2)c1	-4	0	-3	1.1
62	1	10	-14	2	Cc1ccc(C)c(N(CC(=O)NC2CCCC2)C(=O)CNC(=O)c2cccs2)c1	4	-5	-3	0.9
63	0.89	-2	-5	11	COC(=O)c1ccccc1S(=O)(=O)N1CCn2cccc2C1C (stereo not given)	-2	11	-6	1
64	0.92	7	-3	36	Cc1cc(NC(=O)CCC(=O)N(c2ccc(F)cc2)C(C(=O)NC2CCCC2)c2ccccc2)no1 (stereo not given)	-1	8	-1	0.93
65	1	0	-12	1	Cc1ccc2c(COC(=O)CNS(=O)(=O)c3ccccc3)cc(=O)oc2c1	-1	-1	1	1
66	1	0	-5	1	CC1CSc2nnc(CCc3ccccc3)n21 (stereo not given)	2	-1	2	1
67	0.99	-11	0	-1	COc1c(Br)cc(Br)cc1/C=C1/C(=O)N=C(N)N1C	-5	1	-19	1.1
68	1	-6	-7	-12	COCCNC(C)C(=O)Nc1ccc(Br)cc1 (stereo not given)	0	-3	8	1.1
69	0.99	-6	6	-14	O=C(CNC(=O)c1cnccc1C(F)(F)F)c1cccc(Cl)c1	-2	1	2	1.1
70	0.86	-83	5	-11	Cc1cccc(NC(=O)NNC(=O)c2ccccn2)c1	-6	14	-2	1.8
71	0.97	-22	-3	-10	C=CCn1c(=O)c(C#N)cc2c(=O)n3ccccc3nc21	2	2	-6	1.2
72	0.88	7	11	-21	O=C(NCc1cccc(F)c1)c1cccc2c1C(=O)c1ccc(Cl)cc1S2(=O)=O	-2	12	6	0.93
73	1	-7	-2	-20	COc1ccc(O)c(/C=N/N2CCOCC2)c1	6	-4	-5	1.1
74	1	0	-13	-3	COc1ccc(C2CC(=O)Oc3c(C(CCN4CCOCC4)c4cc(OC)c(OC)c(OC)c4)c(OC)cc(OC)c32)cc1 (stereo not given)	2	-3	-1	1
75	0.96	15	-4	8	CC1(c2ccc(Cl)cc2)NC(=O)N(CC(=O)N2CCN(S(=O)(=O)c3ccccc3)CC2)C1=O (stereo not given)	6	4	-2	0.85
